Screening data from PubChem BioAssay.
APP transl inh: APP translation inhibition. SH-SY5Y APP 5'UTR-luciferase reporter, luminescence. hit rate 0.82% among 190,000. AID 1285. inhibition, % at 2 µM;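 active = inhibition above a set limit, derived from the sample mean plus 3 SD, cut at about 45% in these data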; also: values of inactives mirror those of a sister screen read the other way
NF-kB expr up: raises NF-kB expression in human neuronal cells; fold change at 12.5 µM; hit rate 1.6% among 190,000; NF-kB reporter expression; stronger effect = higher value; in the data active = fold change above about 3.3
STAT3 activator: activators of IL-6 induced STAT3 signaling; U3A cells, IL-6 STAT3-luciferase reporter, luminescence; 100% = signal with IL-6 EC80 alone; activation (% of control), % at 5.6 µM; hit rate 0.91% among 190,000; AID 871;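 active = activation above the screen-wide mean of compound activation plus 3 SD, cut at about 130% in these data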;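 also: 0% = background luminescence of wells with medium and substrate only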
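Test system: human U3A cells carrying STAT3-luciferase construct; control set: IL-6-only wells as 100% reference; timing: compound pre-incubation 1 h before IL-6, then 6 h stimulation at 37 °C; also added: IL-6 stimulus at 33 ng/mL final; evaluation: % activation versus median of IL-6-stimulated wells; detection: reporter luminescence signal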
STAT1 inh: STAT1 signaling inhibition; AID 920; inhibition, % at 5.5 µM; NIH 3T3 STAT1-luciferase reporter, IFN-gamma, luminescence; hit rate 0.35% among 200,000;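 active = inhibition above a set limit, the mean inhibition across all tested compounds plus 3 SD, cut at about 34% in these data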;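 also: 0% = IFN-gamma with DMSO and 100% = IFN-gamma with 300 µM nifuroxazide; values of inactives mirror those of a sister screen read the other way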
APP 5'UTR act: activates APP 5'UTR luciferase reporter. SH-SY5Y APP 5'UTR luciferase reporter, luminescence; zero percent = DMSO vehicle wells. activation, % at 2 µM. hit rate 1% among 190,000;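 active = activation above a set limit, based on mean plus 3 SD of controls, cut at about 140% in these data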; also: values of inactives mirror those of a sister screen read the other way
STAT3 blocker: inhibitors of IL-6 induced STAT3 signaling; AID 862; inhibition, % at 5.5 µM; U3A cells, IL-6 STAT3-luciferase reporter, luminescence; host cell line lacks STAT1; hit rate 0.89% among 190,000;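 active = inhibition above the mean inhibition across all screened compounds plus 3 SD, cut at about 44% in these data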;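 also: 0% = DMSO only wells and 100% = 100 µM nifuroxazide control wells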
RAM inhibit: yeast RAM network inhibition | hit rate 1.8% among 190,000 | S. cerevisiae dse1pr::URA3 reporter, 5-FOA growth OD615, 2 d; analog-sensitive cbk1-as2 kinase mutant strain | AID 868 | inhibition, % at 50 µM;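 active = inhibition above a set limit, 3 SD over mean compound inhibition, cut at about 8.4% in these data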;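 also: 0% = DMSO-only wells with no growth and 100% = 10 µM 1-NA-PP1 full growth; inhibition rescues growth on 5-FOA so higher OD means more RAM inhibition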
STAT1 act: STAT1 signaling activation. NIH 3T3 STAT1-luciferase reporter, IFN-gamma, luminescence; 100% = IFN-gamma alone, no compound. activation (% of control), % at 5.5 µM. hit rate 2.6% among 200,000;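 active = activation above the screen-wide mean activation plus 3 SD, cut at about 130% in these data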;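 also: raw ratio to IFN-gamma control signal so 100% means no change and 0% no light; values of inactives mirror those of a sister screen read the other way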
Hsp70 act: switches on Hsp70 transcription. HeLa Hsp70 promoter luciferase reporter, luminescence; scaled: vehicle 0, proteasome-inhibitor control 100%. activation, % at 10 µM. hit rate 0.04% among 200,000. AID 1203;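 active = activation above the mean across all tested compounds plus 3 SD, cutoff set per campaign, cut at about 5.5% in these data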;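 also: 100% = MG132 at 30 µM as the positive control and 0% = DMSO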
FLuc inhib CS: Photinus pyralis luciferase inhibition counter-screen | ATPLite firefly luciferase biochemical luminescence, 10 min | inhibition, % at 10 µM | hit rate 1.5% among 200,000 | AID 1006;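 active = inhibition above about 50% when tested at 10 µM, limit read from the data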
Target sequence (P08659 whole entry, looked up): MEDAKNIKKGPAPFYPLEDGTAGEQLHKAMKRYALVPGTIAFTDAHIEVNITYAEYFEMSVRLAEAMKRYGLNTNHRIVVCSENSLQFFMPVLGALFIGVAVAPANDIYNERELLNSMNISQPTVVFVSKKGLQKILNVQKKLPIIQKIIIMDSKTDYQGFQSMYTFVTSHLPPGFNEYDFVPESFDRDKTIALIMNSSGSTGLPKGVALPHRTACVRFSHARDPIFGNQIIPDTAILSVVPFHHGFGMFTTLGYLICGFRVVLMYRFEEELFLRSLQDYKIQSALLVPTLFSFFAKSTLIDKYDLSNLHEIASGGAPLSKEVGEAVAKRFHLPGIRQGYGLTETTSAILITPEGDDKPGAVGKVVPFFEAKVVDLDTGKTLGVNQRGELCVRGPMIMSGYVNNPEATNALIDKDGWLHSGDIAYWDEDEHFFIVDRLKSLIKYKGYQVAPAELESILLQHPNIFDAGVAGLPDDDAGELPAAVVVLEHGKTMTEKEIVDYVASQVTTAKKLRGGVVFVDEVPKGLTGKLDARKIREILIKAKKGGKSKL
The depositor's hits bear a star; . = not tested or not shown.

SMILES	APP transl inh	NF-kB expr up	STAT3 activator	STAT1 inh	APP 5'UTR act	STAT3 blocker	RAM inhibit	STAT1 act	Hsp70 act	FLuc inhib CS
Cc1ccc(CNC(=O)c2cn(C3CCCCC3)c(=O)c3c2c2ccccc2n3C)o1	4	0.87	102	3	-4	-3	2.0	103	-0.3	-2
Cc1cc(C(=O)C(C)OC(=O)C2=NNC(=O)CC2)c(C)n1-c1ccc(OC(F)F)cc1 (stereo not drawn)	8	1.3	96	2	-8	5	0.5	98	-0.3	-5
c1ccc2cc(Sc3ncnc4c3oc3ccccc34)ccc2c1	-13	1.4	102	-3	13	2	13*	103	0.4	-9
Cc1ccc2c(c1)C(=O)C(=O)N2CCCOc1ccccc1C	-53	1.2	97	-8	53	6	-0.4	105	-0.4	7
CCC(=O)Oc1ccc(C(=O)Nc2cccc(C(=O)NC(C)(C)C)c2)cc1	-4	0.87	102	1	4	7	1.4	100	-0.3	34
CCCN(CC1CC1)C(=O)COc1ccccc1C(=O)NCc1ccccc1	-12	0.98	95	2	12	6	1.8	98	-0.4	-1
Cc1ccc(-n2nnnc2-c2cnoc2-c2cccc(F)c2)cc1	-2	1.4	102	9	2	2	0.6	91	-0.2	-8
CO/N=C/c1ccc(N2CCN(C(=O)c3cccc(Cl)c3)CC2)c([N+](=O)[O-])c1	11	0.77	103	-4	-11	2	7.7	104	0.3	-1
Cc1ccc(Sc2ccc(CN3CCCC3)cc2[N+](=O)[O-])cc1	-7	1.1	103	-1	7	8	0.1	100	0.1	-5
Cc1ccc(Cl)cc1N1CCN(C(=O)c2cn(C)c(=O)c3c2c2ccccc2n3C)CC1	-2	0.71	98	-5	2	6	6.8	105	0.3	-6
COc1ccc(N2CCN(C(=O)Cn3nnc(-c4ccccc4N)n3)CC2)cc1	-10	1.2	93	-2	10	16	0.4	100	-0.1	-3
CCN(CC)S(=O)(=O)c1ccc(NC(=O)c2ccc(Sc3nncn3C)c([N+](=O)[O-])c2)cc1	9	0.6	107	1	-9	-13	5.5	99	-0.5	-17
Cc1c(NC(=S)NC(=O)CCc2ccccc2)c(=O)n(-c2ccccc2)n1C	11	1.1	89	0	-11	17	-1.0	98	-0.2	-4
CCn1c(SCC(=O)N2CCCCC2)nc(O)cc1=O	-30	1.6	101	-3	30	2	0.1	102	-0.2	-7
CC(NC(=O)c1ccccc1NC(=O)c1ccncc1)c1ccccc1 (stereo not drawn)	-6	1	99	3	6	6	1.0	94	0.9	-4
O=C(CS(=O)(=O)c1cn(Cc2ccc(Cl)cc2)c2ccccc12)N1CCOCC1	9	0.72	108	4	-9	-10	0.8	97	0.5	-7
Cc1ccc(CC2C(=O)N(CC(=O)O)C(=O)C2C)cc1 (stereo not drawn)	-6	1.2	105	-1	6	-6	-0.9	100	-0.1	-7
Cc1ccc(C(=O)N2CCN(c3cnn(C)c(=O)c3Cl)CC2)cc1	-16	1.2	97	-6	16	7	0.8	104	-0.1	-6
CC1CC1C(=O)OCC(=O)c1c(N)n(C)c(=O)n(C)c1=O (stereo not drawn)	-3	1.2	98	-4	3	8	-1.4	104	-0.2	-5
Cc1cc(C)c2nc(-c3ccccn3)cc(C(=O)Nc3ccc(S(=O)(=O)Nc4cc(C)on4)cc3)c2c1	-11	0.99	109	6	11	-5	0.1	95	-0.5	-1
CCc1ccc(NC(=O)COC(=O)CCCC2=NS(=O)(=O)c3ccccc3N2)cc1	16	1.2	106	-3	-16	1	4.1	103	-0.3	6
O=C(Cc1csc(NC(=O)c2ccc(F)cc2)n1)NO	11	1.2	74	12	-11	37	0.5	88	-0.5	3
c1ccc(N2CCN(c3ccccc3)C2c2ccncc2)cc1	-15	1.1	109	-3	15	-10	2.3	102	0.1	1
COc1cc2c3c(c1)C(C)CC(C)(C)N3C(=O)C2=O (stereo not drawn)	0	1.2	105	-5	0	-4	0.5	105	0.4	-8
O=C1c2ccccc2C(=O)N1Cc1ccco1	-11	1.2	102	0	11	1	1.0	97	-0.2	-9
(more compounds)
SMILES	APP transl inh	NF-kB expr up	STAT3 activator	STAT1 inh	APP 5'UTR act	STAT3 blocker	RAM inhibit	STAT1 act	Hsp70 act	FLuc inhib CS
COc1ccc(NC(=O)c2cccc(F)c2)cc1Cl	-30	2.4	97	-32	30	11	1.5	130*	-0.2	15
O=C(c1cccnc1)N1N=C(C2CCCCC2)CC1(O)C(F)(F)F (stereo not drawn)	10	1.1	104	4	-10	-2	-0.9	95	-0.3	5
Cc1ccc(Cl)cc1N1CCN(C(=O)CSc2ccsc2[N+](=O)[O-])CC1	-23	0.93	100	12	23	2	5.1	89	-0.3	-2
O=C(CCC(=O)N1CCc2ccccc21)N1CCc2ccccc21	-12	.	116	-1	12	-16	.	102	0.1	.
CCOC(=O)C1CCCN(C(=O)CSc2ccc(NC(C)=O)cc2)C1 (stereo not drawn)	-13	1.3	103	4	13	2	1.5	96	-0.4	-2
Cc1cc(C(N)=O)c2ccccc2n1	10	0.99	103	5	-10	-1	2.3	95	0.0	-6
O=C(CCCc1cccs1)Nc1ccc2c(c1)OCO2	-162	4.2*	102	-37	162*	3	-0.4	134*	0.1	16
COc1ccc(CCN2CC3=C(C2=O)C(c2ccccc2)NC(=O)N3C)cc1OC (stereo not drawn)	-14	1.7	100	-6	14	7	0.8	106	-0.1	0
Cc1ccc(-c2cc3nc(C)cc(NCc4ccco4)n3n2)cc1	-137	4.1*	105	-56	137*	-1	1.8	151*	0.2	68*
O=C(NC(=S)NCCc1ccccn1)c1ccco1	-1	1	94	-10	1	14	0.8	108	0.0	-3
Cc1ccc(C(=O)CC(=O)c2cccc(F)c2)c(O)c1	-10	1.4	102	-3	10	-4	7.8	103	-0.3	-2
CN(C)CCNC(=O)c1cccc(S(=O)(=O)Nc2ccccc2F)c1	-25	1.1	100	3	25	1	1.5	96	-0.3	-1
CC1(C)CN(O)CCN1O	-16	1.1	88	-1	16	16	-0.8	101	-0.3	-4
Cc1cccc2sc(NC(=O)CN3C(=O)c4ccccc4C3=O)nc12	-5	1	102	8	5	-7	2.9	93	-0.2	-3
CN(C)CC1CCCCC1OC(=O)c1ccc(Cl)cc1Cl (stereo not drawn)	-19	1.5	106	0	19	-9	1.5	100	-0.3	-6
O=C(CSc1cn(CCNC(=O)c2cccs2)c2ccccc12)NCc1ccccc1	-4	0.53	104	-2	3	4	3.0	102	-0.3	-1
CCC(NC(=O)Nc1nnc(C(F)(F)F)s1)(C(F)(F)F)C(F)(F)F	-2	0.7	21	61*	2	99*	0.4	44	-0.3	-9
Cc1ccc(-c2nn(-c3ccccc3)cc2C(=O)NN2CCN(C)CC2)cc1	-11	0.96	99	-2	11	4	-0.4	101	-0.1	-1
Nc1nc(F)nc2c1ncn2[C@@H]1O[C@H](CO)[C@@H](O)[C@@H]1O	2	1.1	101	9	-2	1	2.0	92	-0.3	-1
C=CCSc1nnc2c(n1)OC(c1c(C)[nH]n(-c3ccccc3)c1=O)Nc1ccccc1-2 (stereo not drawn)	-10	0.94	109	-3	10	-11	0.3	103	0.0	-7
Cc1ccccc1NC(=O)/C(C#N)=C\c1ccsc1	1	1.2	127	-2	-1	-35	1.1	102	2.4	5
O=C1CS/C(=C\[N+](=O)[O-])N1c1ccc(OC(F)(F)F)cc1	-6	0.9	116	-9	6	-12	1.7	109	-0.1	-6
CCOc1ccccc1NC(=O)CSc1ccc2nnc(-c3cccnc3)n2n1	6	1	95	7	-6	13	2.7	93	-0.2	-3
CC(=O)c1ccc(OCCCC(=O)NC2CCCc3ccccc32)cc1 (stereo not drawn)	7	0.91	92	10	-7	12	0.8	91	-0.2	-6
CCN(CC)S(=O)(=O)c1cc(OC)c(Cl)cc1OC	-12	0.89	97	-5	13	9	-0.9	102	0.2	-3

The last 3 entries of the part before lead into the next:
SMILES	APP transl inh	NF-kB expr up	STAT3 activator	STAT1 inh	APP 5'UTR act	STAT3 blocker	RAM inhibit	STAT1 act	Hsp70 act	FLuc inhib CS
CCOc1ccccc1NC(=O)CSc1ccc2nnc(-c3cccnc3)n2n1	6	1	95	7	-6	13	2.7	93	-0.2	-3
CC(=O)c1ccc(OCCCC(=O)NC2CCCc3ccccc32)cc1 (stereo not drawn)	7	0.91	92	10	-7	12	0.8	91	-0.2	-6
CCN(CC)S(=O)(=O)c1cc(OC)c(Cl)cc1OC	-12	0.89	97	-5	13	9	-0.9	102	0.2	-3
CCOC(=O)NCc1ccc(S(=O)(=O)Nc2ccc(C)cc2)cc1	-1	1.1	99	3	1	4	1.6	97	-0.2	-2
C/C(=N\c1nc2ccccc2n1C)c1cc(Cl)ccc1O	-1	1.1	137*	6	1	-46	0.7	94	-0.1	-7
CCn1c(CCNC(=O)c2cccs2)nnc1SCC(=O)Nc1nc(-c2ccccc2)cs1	6	0.49	103	-2	-6	1	2.7	102	-0.3	-3
O=C1CC(N2CCCCC2)C(=O)N1c1ccccc1 (stereo not drawn)	-3	1.2	101	-6	3	2	0.4	105	-0.3	-4
CCN(CC)Cc1c(C(=O)N2CCc3ccccc3C2)nc2ccc(Cl)cn12	-16	0.96	109	3	16	-5	0.5	95	-0.3	1
COc1ccc(Nc2nc(NCc3ccco3)nc(N/N=C/c3ccccc3Cl)n2)cc1	-17	0.92	107	-1	17	-8	4.6	101	-0.5	-1
CCOc1ccc(C(=O)NC2CCN(S(=O)(=O)CC)CC2)cc1	-10	1.2	104	-4	10	1	2.5	103	0.0	-2
O=C(CSc1nc2c(c(=O)n1-c1ccccc1)SCC2)N1CCOCC1	-19	1	93	10	19	8	0.5	88	-0.3	-3
Cc1ccc(CNC(=O)C2CC(c3ccccc3[N+](=O)[O-])=NO2)cc1 (stereo not drawn)	4	0.98	156*	-4	-4	-52	0.1	104	0.1	-6
CCO[C@@H]1OC(C(=O)N2CCN(C)CC2)=C[C@H](c2ccc(C(F)(F)F)cc2)[C@H]1CCCO	-1	0.81	.	6	1	.	0.5	96	0.3	-1
O=C(CSc1nnc(CNC(=O)c2cccs2)o1)c1ccc(Cl)cc1	1	0.88	96	-1	-1	6	0.2	99	-0.4	-3
Cc1c(C(=O)O)oc2ccc(S(=O)(=O)N3CC(C)CC(C)C3)cc12 (stereo not drawn)	-3	1.1	101	-6	3	6	1.6	105	-0.1	-7
CCOc1ccc(NC(=O)c2cccnc2SC)cc1	-12	1.5	90	-6	12	17	1.6	108	-0.2	16
COC(=O)C(C)NC(=O)COc1ccc2ccccc2c1 (stereo not drawn)	-18	1.1	103	3	18	1	1.0	94	0.1	-5
CCC(C)N(C(=O)COC(=O)CCc1c[nH]c2ccccc12)C1CCS(=O)(=O)C1 (stereo not drawn)	-10	0.92	104	-3	10	-5	-0.8	103	-0.2	3
Cc1cc(C(C)(C)C)cc(S(=O)(=O)Nc2ccc(O)c(C(=O)O)c2)c1C	8	1	96	1	-8	5	-0.1	99	0.3	-6
Cc1ccccc1NC(=O)c1ccc(Cl)c(NC(=O)c2cccnc2)c1	-6	0.75	104	-6	6	0	0.0	104	-0.3	-4
Cc1cc(=O)n2nc(N3CCCC(C(=O)N4CCN(c5ccccc5)CC4)C3)sc2n1 (stereo not drawn)	15	0.82	87	-6	-15	20	1.8	104	-0.5	-5
CCN1C(=O)CC2(C[N+]3(C)CCC2CC3)C1=O (stereo not drawn)	10	1.1	100	4	-10	-2	1.2	96	0.4	-4
